rCAG RNA binder – binds r(CAG) RNA repeats; r(CAG) RNA repeat, TO-PRO-1 dye displacement fluorescence; inhibition, % at 3 µM; actives 1.3% (n = 370,000);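 active = inhibition above the plate cutoff, the mean of all test compounds on that plate plus 3 SD, cut at about 35% in these data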;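 note: 0% = DMSO alone and 100% = 100 µM mitoxantrone as full dye displacement; higher means more dye released from RNA so lower well fluorescence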
SIAE inh – inhibitors of human sialic acid acetylesterase SIAE. AID 1053197. inhibition, % at 9.66 µM. actives 0.69% (n = 370,000). SIAE FP-Rh probe binding, fluorescence polarization;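 active = inhibition above a cutoff: mean of compounds within the control limits plus 3 SD of those, cut at about 17% in these data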;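 note: 0% = plate median of compound wells and 100% = probe without SIAE protein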
HTRA1 inh – blocks human HTRA1 serine peptidase; Q92743; recombinant HTRA1, FP-rhodamine activity-based probe, fluorescence polarization; inhibition, % at 5.96 µM; actives 0.5% (n = 340,000); AID 504803; in the data active = inhibition above about 36%;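 note: 0% = enzyme with DMSO and 100% = wells lacking enzyme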
PRMT1 FP inh – blocks human protein arginine methyltransferase 1. actives 1.3% (n = 370,000). recombinant PRMT1, activity-based probe fluorescence polarization. inhibition, % at 2.79 µM. AID 652257;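 active = inhibition above about 21% made by adding two undisclosed values, limit read from the data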
Target sequence (Q99873 whole entry, looked up): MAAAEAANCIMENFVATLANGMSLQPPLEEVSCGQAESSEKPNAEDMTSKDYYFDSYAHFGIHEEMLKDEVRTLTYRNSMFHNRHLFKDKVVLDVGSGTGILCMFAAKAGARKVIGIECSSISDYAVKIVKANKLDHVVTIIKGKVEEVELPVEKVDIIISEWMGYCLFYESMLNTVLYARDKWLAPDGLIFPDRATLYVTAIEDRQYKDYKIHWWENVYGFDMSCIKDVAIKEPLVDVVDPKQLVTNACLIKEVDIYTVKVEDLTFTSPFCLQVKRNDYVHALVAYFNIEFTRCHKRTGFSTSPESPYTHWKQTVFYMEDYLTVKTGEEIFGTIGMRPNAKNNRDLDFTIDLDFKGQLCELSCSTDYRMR
TCR CD3 inh – inhibitors of human TCR-CD3 interaction. TAMRA-labeled TCR probe fluorescence, biochemical. inhibition, % at 9.4 µM. actives 0.37% (n = 360,000); in the data active = inhibition above about 19%;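 note: recombinant mutant TCR 2C K166C tagged with TAMRA read by polarization; 0% = receptor in buffer alone and 100% = receptor with positive control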
LEDGF integ inh – blocks HIV-1 LEDGF/p75-dependent DNA integration; TR-FRET IN-LEDGF/p75 DNA integration, Eu/Cy5; inhibition, % at 3.7 µM; actives 0.64% (n = 370,000); AID 743269;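 active = inhibition above the screen-wide mean plus 3 SD, cut at about 13% in these data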;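 note: signal is the Cy5 over europium emission ratio at 671 and 618 nm; 0% = plate median of compound wells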
ABHD4 inh – ABHD4 (mouse) inhibition, primary FP screen. Q8VD66. purified mABHD4, FP-Rh probe fluorescence polarization. inhibition, % at 8.92 µM. actives 0.54% (n = 370,000);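 active = inhibition exceeding the mean over every tested compound plus 3 SD, cut at about 30% in these data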;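 note: 0% = plate median of compound wells and 100% = S159A mutant with DMSO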
Target sequence (Q8VD66 whole entry, looked up): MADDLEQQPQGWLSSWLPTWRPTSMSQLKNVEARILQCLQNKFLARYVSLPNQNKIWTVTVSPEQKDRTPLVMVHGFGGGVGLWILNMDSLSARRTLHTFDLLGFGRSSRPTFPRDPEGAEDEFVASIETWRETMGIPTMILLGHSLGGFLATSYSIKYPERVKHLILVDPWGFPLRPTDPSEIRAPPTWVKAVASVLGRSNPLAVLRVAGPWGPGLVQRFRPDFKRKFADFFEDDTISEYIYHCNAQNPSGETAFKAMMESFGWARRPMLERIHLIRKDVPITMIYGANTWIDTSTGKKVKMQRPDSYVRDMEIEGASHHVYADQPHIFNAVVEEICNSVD
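Test system: mABHD4 protein | Buffer or medium: HEPES pH 7.0 buffer, 150 mM NaCl, 0.01% Pluronic F-127 | Probe or stimulus: FP-Rh fluorescent activity-based probe, added after compound pre-incubation | Timing: Pre-incubation 45 min, probe exposure 60 min, at 25 °C | Technique: Fluorescence polarization, excitation 525 nm, emission 598 nm, BODIPY TMR filters | Repeats: Single well per compound (singlicate)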
PG9 Ab binder – PG9 antibody binding by small molecule; TR-FRET gp120-PG9 antibody binding; inhibition, % at 6.7 µM; AID 624416; actives 0.43% (n = 360,000); in the data active = inhibition above about 8.5%
NR1D1 modulator – Rev-erb alpha (human) modulation; Rev-erbα–FITC-DNA binding, fluorescence polarization, 90 min; activity, % at 10 µM; actives 0.79% (n = 370,000); AID 1259318;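 active = activity above about 14%, limit read from the data; passing the limit was not always enough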;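 note: 0% = DMSO wells with 35 nM protein and 100% = DMSO wells with 750 nM protein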
TDP2 inh – blocks human TDP2 phosphodiesterase activity; O95551; inhibition, % at 12.8 µM; recombinant TDP2, T5PNP hydrolysis, p-nitrophenol absorbance 415 nm; actives 0.34% (n = 370,000);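 active = inhibition above the mean of all tested compounds plus 3 SD, set per campaign, cut at about 25% in these data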;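 note: 0% = DMSO with enzyme and 100% = buffer with substrate but no TDP2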
Target sequence (O95551 whole entry, looked up): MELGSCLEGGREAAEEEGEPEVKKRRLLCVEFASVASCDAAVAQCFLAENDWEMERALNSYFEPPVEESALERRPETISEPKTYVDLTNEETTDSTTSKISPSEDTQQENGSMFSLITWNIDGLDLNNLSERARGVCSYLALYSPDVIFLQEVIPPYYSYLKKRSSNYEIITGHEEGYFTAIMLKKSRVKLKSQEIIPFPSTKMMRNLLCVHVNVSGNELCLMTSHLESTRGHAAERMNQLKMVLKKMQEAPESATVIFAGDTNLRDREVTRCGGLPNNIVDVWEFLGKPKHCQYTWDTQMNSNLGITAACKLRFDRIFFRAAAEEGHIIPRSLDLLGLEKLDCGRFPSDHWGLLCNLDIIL
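System: recombinant human TDP2 / Amount: 120 nM TDP2 per well / Also added: 5 mM T5PNP chromogenic substrate / Doses: 12.8 µM single point, 1% DMSO / Incubation: 2 h at 37 °C / Detection: p-Nitrophenol epi absorbance / Evaluation: % inhibition relative to enzyme-containing and enzyme-free wells / Repeats: singlicate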
An asterisk follows results filed as active; · = not tested or not shown.

entry	Compound	rCAG RNA binder	SIAE inh	HTRA1 inh	PRMT1 FP inh	TCR CD3 inh	LEDGF integ inh	ABHD4 inh	PG9 Ab binder	NR1D1 modulator	TDP2 inh
1	COc1ccc(/C=N/NC(=O)CNC(=O)/C=C/c2ccco2)cc1OC	6	2	-2	1	-1	-2	-3	-1.5	2	-5
2	CC1CN(C(C)C(=O)NC(c2ccccc2)c2ccccc2)CC(C)O1 (stereo not given)	-8	-5	1	3	-5	-2	-1	0.3	-8	0
3	COc1cccc(NC(=O)COC(=O)Cc2ccc(Br)cc2)c1	0	-5	-14	-3	7	1	-1	0.3	3	-9
4	CCC(C)NC(=O)COC(=O)c1ccc(Cl)cc1O (stereo not given)	-2	1	-1	-2	4	1	1	0.6	1	8
5	CCCCNC(=O)c1ccc(CS(=O)(=O)c2ccc(C)cc2)o1	2	-1	-1	5	5	-1	4	1.2	5	4
6	O=[N+]([O-])c1ccc(CSc2ccc(-c3ccccn3)nn2)cc1	1	-1	5	2	-4	-3	13	0.7	-3	-9
7	Cn1c(C(=O)NCCCN2CCN(c3cccc(Cl)c3)CC2)cc2c(=O)n(C)c3ccccc3c21	7	-3	-19	-1	0	1	0	-1.8	-5	2
8	CCOc1ccc(C(=O)NCCC(=O)N2CCC3(CC2)NCCc2[nH]cnc23)cc1	1	-7	-4	0	3	0	2	1.1	0	-12
9	Cc1cc(NCc2ccccn2)n2nc(C)c(-c3ccccc3)c2n1	-7	0	18	-1	-6	-2	25	0.4	-8	-17
10	Cc1cc(NC(=O)COc2ccc(C(C)(C)C)cc2)no1	-4	-2	-6	1	6	-4	-4	1.2	-7	9
11	COc1ccc(CCNC(=O)COC(=O)Cn2cnc3ccccc32)cc1OC	-4	-5	2	6	4	-6	-12	-0.3	-1	-12
12	CCN(C(=O)[C@@H](C)[C@@H](O)c1ccc(Cl)cc1)c1ccccc1	0	0	·	-5	·	8	-5	·	5	-13
13	O=C(Nc1ccccc1C(=O)Nc1ccc(F)cc1)c1ccco1	-2	0	-11	9	-12	-2	-8	0.4	1	-11
14	Oc1ccc(Cl)cc1CNCC1CCCCC1	4	4	-3	1	0	-3	0	-1.9	1	2
15	COc1ccc(C(=O)NC2CC2)cc1OC1CCN(Cc2ccccc2)CC1	-5	-5	-2	-3	0	6	-6	-1.5	0	-11
16	COc1ccc(C(=O)Nc2cccnc2)cc1	1	-1	0	-2	2	4	1	-1.1	2	-7
17	COc1cc(/C=C2\C(=O)ON=C2c2ccccc2)cc(OC)c1OC	13	4	6	1	-3	1	5	-0.9	0	4
18	CCc1nn(-c2cc(Oc3ccccc3)nc(-c3ccccc3)n2)c(N)c1C#N	2	-4	2	-2	2	3	1	-0.1	1	8
19	Cc1cc(C)cc(NS(=O)(=O)c2ccc(NC(=S)NC(=O)c3ccc(Br)o3)cc2)c1	24	-117	-105	-2	4	-1	-81	-2.5	·	-8
20	CC(=O)N1CCc2cc(S(=O)(=O)Nc3ccccc3N3CCN(C)CC3)ccc21	4	5	3	-7	-5	4	-1	-0.3	2	-16
21	CN(C)CCN(C(=O)c1ccc(S(=O)(=O)N(C)c2ccccc2)cc1)c1nc2cc3c(cc2s1)OCO3	4	7	4	3	0	0	9	-1.3	9	-6
22	CC1Cc2ccccc2N1C(=O)CCn1c(=O)oc2ccccc21 (stereo not given)	-1	6	-7	-2	6	-1	2	-2.0	1	6
23	CCCn1c(SCC(=O)Nc2ccc3c(c2)CCC3)n[nH]c1=O	-1	-4	2	-1	5	-1	-2	-3.5	1	-9
24	Cc1ccc(NC(=O)c2ccc(-n3cncn3)c([N+](=O)[O-])c2)cc1F	8	-1	-5	1	-10	-6	-5	-2.8	-4	-17
25	CC1=C(C(=O)N2CCCC(CCC(=O)NCc3ccccc3F)C2)OCCO1 (stereo not given)	-4	-4	-2	9	-10	-4	-14	1.9	-4	-13

The closing 2 records of the part before are carried over, then new ones follow.
entry	Compound	rCAG RNA binder	SIAE inh	HTRA1 inh	PRMT1 FP inh	TCR CD3 inh	LEDGF integ inh	ABHD4 inh	PG9 Ab binder	NR1D1 modulator	TDP2 inh
24	Cc1ccc(NC(=O)c2ccc(-n3cncn3)c([N+](=O)[O-])c2)cc1F	8	-1	-5	1	-10	-6	-5	-2.8	-4	-17
25	CC1=C(C(=O)N2CCCC(CCC(=O)NCc3ccccc3F)C2)OCCO1 (stereo not given)	-4	-4	-2	9	-10	-4	-14	1.9	-4	-13
26	COc1cc(CN2C[C@@H](CO)O[C@@H](n3cnc4c(NCCN(C)C)ncnc43)C2)cc(OC)c1OC	-2	3	·	0	-8	1	3	-0.2	1	10
27	O=C(N[C@H](CO)[C@H](O)c1ccc([N+](=O)[O-])cc1)C(Cl)Cl	1	2	3	-10	4	2	-3	0.8	-1	1
28	O=C(Nc1ncccc1O)c1ccc(NS(=O)(=O)c2ccc3[nH]c(=O)[nH]c3c2)cc1	0	12	-1	2	3	0	3	0.2	-2	3
29	Cc1sc2ncnc(N3CCC(C(=O)Nc4ccc(Cl)cc4Cl)CC3)c2c1C	3	-13	-11	-4	1	0	-6	1.5	6	2
30	CCN1CCN(C(=O)N(Cc2ccc(Cl)cc2)S(=O)(=O)c2ccc(C)cc2)CC1	0	-5	0	0	-7	-4	-6	2.2	2	0
31	O=C1CCC2c3[nH]c4ccccc4c3CCN12 (stereo not given)	8	-12	4	1	-17	0	-9	-3.7	-1	12
32	COc1cc(O)c(C(=O)CC(=O)c2ccncc2)c(OC)c1	3	-3	-2	2	3	0	2	-2.4	1	4
33	Cc1ccsc1C(=O)N1CCC1(C)C(=O)NS(=O)(=O)c1ccccc1 (stereo not given)	3	-1	·	1	3	1	6	0.4	6	-1
34	Cc1c(Cl)c([N+](=O)[O-])nn1CC(=O)NCc1ccc(Cl)cc1	5	-1	-7	0	2	-3	-1	-2.5	10	-12
35	Cc1cccc(C)c1NC(=O)C(c1ccccc1)n1c(=O)c(-c2ccccc2)nc2ccccc21 (stereo not given)	7	-12	·	-1	-3	-2	-23	-2.2	-1	5
36	CN(C)CCCN(C(=O)c1ccc([N+](=O)[O-])o1)c1nc2cc3c(cc2s1)OCO3	3	-1	3	7	-9	-8	-8	-1.7	6	-6
37	COC(=O)C1=CN(C(C)C)C=C(C(=O)OC)C1c1cc(Br)c(OC)c(OC)c1	-9	-6	-11	-1	3	-1	-7	0.3	-3	0
38	Cc1cc(OC(=O)c2ccccc2[N+](=O)[O-])c([N+](=O)[O-])c(=O)[nH]1	1	-2	-4	2	-1	-1	2	1.5	-2	5
39	NC(=O)c1ccc(NC(=O)COC(=O)C2COc3ccccc3O2)cc1 (stereo not given)	0	4	2	1	0	-2	1	0.4	-1	4
40	CCOc1nc(CC(C)C)c2c(c1C#N)CC(C)(C)OC2	-8	-7	7	0	0	1	4	1.4	1	11
41	CCN(CC(=O)NCc1ccncc1)S(=O)(=O)c1ccc(OC)cc1	-1	5	0	3	-1	1	8	3.6	2	5
42	COc1ccc(-c2nc(CSCC(=O)NC3CCCc4ccccc43)c(C)o2)cc1 (stereo not given)	1	-9	-24	29*	-9	-1	-9	1.2	3	-5
43	CC(NC(=O)COC(=O)c1ccccc1F)C1CC2CCC1C2 (stereo not given)	1	7	0	-2	4	5	1	0.6	-2	-8
44	Cc1cccc(C2CC(c3ccc(Br)cc3)Nc3nc(N)nn32)c1 (stereo not given)	3	5	-2	0	1	6	-4	-2.9	2	1
45	CCCCn1c(N)c(N(CC(C)C)C(=O)CN(C)S(=O)(=O)c2ccc(C)cc2)c(=O)[nH]c1=O	-4	-3	-4	4	-11	1	-2	0.9	-2	-9
46	Oc1ccc2ccccc2c1C=Nc1cc(C(F)(F)F)ccc1N1CCCC1	3	4	1	5	0	2	6	-0.3	7	-7
47	CCOc1cc(/C=C(/NC(C)=O)C(=O)O)cc(Cl)c1OCc1ccc(Br)cc1	43*	-2	-5	0	7	-1	10	0.6	2	-4
48	CN1CCN(Cc2nc(-c3cccs3)no2)CC1c1ccccc1 (stereo not given)	-6	3	1	-1	-4	3	-2	-1.5	3	-1
49	CC(O)(c1ccc(F)c(F)c1)c1nc(-c2ccc(S(C)(=O)=O)cc2)cs1 (stereo not given)	4	-2	·	0	-6	-2	-8	0.6	-2	6
50	Cc1ccc(C(=O)Nc2ccc(CN3CCCCC3)cc2)c(C)c1	-4	-3	7	-2	3	2	-3	1.5	-3	4

Other compounds:
entry	Compound	rCAG RNA binder	SIAE inh	HTRA1 inh	PRMT1 FP inh	TCR CD3 inh	LEDGF integ inh	ABHD4 inh	PG9 Ab binder	NR1D1 modulator	TDP2 inh
51	Cc1nn(CC(=O)NC(=O)NC2CCCCC2C)c(=O)c(C#N)c1C (stereo not given)	-1	-6	8	-2	-5	-4	5	-0.8	-6	-13
52	CCCN1CCC(=O)N([C@H](COc2ccccc2)c2ccccc2)CC1	-12	5	7	-5	1	-3	2	-1.0	6	3
53	CSc1cccc(NS(=O)(=O)c2cn(C)cn2)c1	-1	2	3	-1	10	-4	8	-0.1	7	-4
54	O=C(Nc1ccc(S(=O)(=O)N2CCCC2)cc1)C1CC(=O)N(CCc2ccc(F)cc2)C1 (stereo not given)	3	4	-2	-2	7	-3	-2	0.1	4	5
55	O=C(Nc1ccc(O)cc1)c1ccc(NC(=O)c2cccs2)cc1	2	-5	-3	-2	6	3	-4	-3.0	4	-4
56	COc1ccc(NC(=O)CC(C)C)c([N+](=O)[O-])c1	2	0	-2	-1	7	5	-4	-1.7	-7	-9
57	COc1ccccc1N(C)S(=O)(=O)c1ccc(C(=O)NNC(=O)c2ccccc2O)cc1	21	5	14	-3	23*	-10	3	-0.4	4	-19
58	Cc1nc(NC(=O)COc2ccc(Cl)cc2)sc1C(=O)N(C)C	-6	-3	·	2	1	1	3	-3.1	3	-8
59	Cc1cc2cc3c(N)[nH]nc3nc2cc1C	4	4	-2	5	-6	-6	7	-14	0	12
60	CC(C)(C)C(=O)OCc1nc(-c2ccc(C(F)(F)F)cc2)cs1	-9	-4	-3	7	-4	-5	-11	-2.7	2	-1
61	COCCCn1c(=O)cc(C)[nH]c1=S	0	3	10	4	-6	-3	7	-1.9	2	0
62	CN1CCN(CCC(=O)Nc2ccccc2Cl)CC1	-1	5	5	3	-1	1	4	0.8	-1	-8
63	CCOc1ccc(/C=N/NC(=O)CN2CCCCC2)cc1OCC	-7	-1	5	6	-7	-3	2	0.0	2	9
64	N#Cc1nc(Cc2ccccc2)oc1NCc1cccnc1	1	-6	3	-2	1	-1	1	-0.2	-6	-4
65	CNC(=O)c1sccc1-n1cccc1	-1	2	0	0	0	0	0	1.1	5	2
66	COc1ccc(O)c(/C=N/c2nc3ccccc3n2C)c1	-1	4	-15	1	-7	-5	2	-0.6	3	11
67	O=C(c1ccccc1)c1ccc(C(=O)O)c(C(=O)O)c1	1	5	-1	3	-1	-2	1	0.6	0	1
68	CC1=C(C(=O)OC2CCCCC2)C(c2ccco2)n2ncnc2N1 (stereo not given)	1	-4	-11	4	7	-2	-7	0.4	4	0
69	COC(=O)c1ccc2c(=O)n(Cc3ccc4c(c3)OCO4)c(SCC(=O)N3CCCC3)nc2c1	0	3	·	-2	5	5	-6	0.3	-12	3

These rows are one share of the data; the hit share may differ from the screen's.
